Screens as filed in PubChem.
Wnt act: Wnt/beta-catenin pathway activators, primary screen, cell-based, plate reader, single point. AID 743398, 2014. activation, % at 9.35 µM. 1.2% of 300,000 active. Wnt/beta-catenin reporter cell assay, activator; in the data active = activation above about 30%, passing the limit was not always enough;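 also: 0% = neutral control wells and 100% = positive control wells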
phage Ecoli inh: growth loss of phage-infected E. coli, primary screen, RecBCD inhibitor project, absorbance, with phage, HTS. AID 651602, 2012. 0.26% of 360,000 active. inhibition, % at 11.9 µM; in the data active = inhibition above about 11%
Tat transport: E. coli Tat export inhibitors, primary screen, MC4100, TorA-mCherry reporter, fluorescence, single point; inhibition, % at 10 µM; 0.036% of 340,000 active;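 active = mean replicate inhibition at least 50% and at least half of replicates individually reaching 50%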;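 also: exported cargo escapes ClpAP degradation while cytoplasmic cargo is degraded and loses fluorescence; 0% = median of neutral control wells and 100% = median of NaSCN control wells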
Rtt109 Vps75: inhibitors of C. albicans Rtt109/Vps75 HAT, primary screen, biochemical, ThioGlo CoA-SH fluorescence, plate reader | Histone acetyltransferase RTT109 (Candida albicans (strain SC5314 / ATCC MYA-2876)), … | purified Rtt109/Vps75, 4 h | inhibition, % at 34.9 µM | 0.16% of 330,000 active | AID 540336, 2011;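 active = inhibition of at least 50% in every replicate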
Target sequence (Q5AAJ8 whole entry, looked up): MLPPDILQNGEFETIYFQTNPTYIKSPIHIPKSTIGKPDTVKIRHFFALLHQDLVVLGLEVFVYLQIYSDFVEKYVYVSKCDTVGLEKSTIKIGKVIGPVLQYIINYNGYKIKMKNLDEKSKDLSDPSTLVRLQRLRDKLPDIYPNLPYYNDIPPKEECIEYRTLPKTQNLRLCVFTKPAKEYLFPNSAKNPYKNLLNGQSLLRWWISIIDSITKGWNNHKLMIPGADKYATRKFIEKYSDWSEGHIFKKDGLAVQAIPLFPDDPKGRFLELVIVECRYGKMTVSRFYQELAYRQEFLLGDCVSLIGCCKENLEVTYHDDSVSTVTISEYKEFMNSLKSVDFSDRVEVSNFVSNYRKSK
AddAB inh: growth inhibition of E. coli expressing H. pylori AddAB, primary screen, AddAB inhibitor project, absorbance; inhibition, % at 11.9 µM; 0.29% of 330,000 active; AID 435030, 2010; in the data active = inhibition above about 12%;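 also: 0% = vehicle wells of infected cells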
PfHsp90 yeast 2: growth inhibition of PfHsp90-expressing yeast, primary screen, antimalarial PfHsp90 inhibitor project, S. cerevisiae, BacTiter-Glo luminescence, single point, set 2 | inhibition, % at 9.4 µM | 0.32% of 310,000 active | BacTiter-Glo ATP, 48 h; yeast lacking PDR1 and PDR3 efflux regulators;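 active = every replicate shows inhibition above about 80%, whatever the replicate mean, limit read from the data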;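 also: 0% = DMSO neutral controls and 100% = 20 µM radicicol positive controls; yeast relying on Plasmodium falciparum Hsp90 in place of its own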
PvdQ acylase: P. aeruginosa PvdQ acylase inhibitors, primary screen, biochemical, fluorescence, plate reader and imaging, single point. AID 488965, 2010. 0.063% of 340,000 active. inhibition, % at 10 µM. purified PvdQ acylase; in the data active = inhibition above about 30%, passing the limit was not always enough;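 also: 0% = vehicle neutral wells and 100% = reference inhibitor wells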
DAGLB inhibitor: DAGLB lipase inhibitors, primary screen, biochemical, fluorescence, HTS | Diacylglycerol lipase-beta (Homo sapiens), Q8NCG7 | inhibition, % at 5.17 µM | AID 504411, 2011 | 0.059% of 340,000 active | HEK293T DAGLB membrane lysate, EnzChek fluorogenic substrate; in the data active = inhibition above about 34%;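 also: 0% = enzyme with vehicle and 100% = wells lacking enzyme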
Target sequence (Q8NCG7 whole entry, looked up): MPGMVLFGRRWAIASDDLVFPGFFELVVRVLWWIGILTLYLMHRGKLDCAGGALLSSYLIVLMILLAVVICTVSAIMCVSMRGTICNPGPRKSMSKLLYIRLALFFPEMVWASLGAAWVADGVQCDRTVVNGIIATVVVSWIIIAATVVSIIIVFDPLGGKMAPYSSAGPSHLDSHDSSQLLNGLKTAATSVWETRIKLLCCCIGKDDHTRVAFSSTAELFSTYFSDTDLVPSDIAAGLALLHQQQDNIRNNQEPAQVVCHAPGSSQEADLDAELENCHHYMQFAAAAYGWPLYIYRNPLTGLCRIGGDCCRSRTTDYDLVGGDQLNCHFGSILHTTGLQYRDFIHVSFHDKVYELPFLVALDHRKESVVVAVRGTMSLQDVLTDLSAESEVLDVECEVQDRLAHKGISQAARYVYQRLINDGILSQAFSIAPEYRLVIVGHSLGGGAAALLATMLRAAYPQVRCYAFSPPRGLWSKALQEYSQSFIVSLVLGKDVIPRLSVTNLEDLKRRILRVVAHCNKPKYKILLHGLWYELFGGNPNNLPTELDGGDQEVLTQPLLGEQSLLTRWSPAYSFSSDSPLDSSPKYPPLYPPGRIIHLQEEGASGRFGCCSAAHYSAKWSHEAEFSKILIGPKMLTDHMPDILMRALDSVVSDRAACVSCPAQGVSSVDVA
CAL PDZ inh: CAL PDZ peptide-binding inhibitors, primary screen, biochemical, fluorescence polarization, Cer-tagged CAL PDZ, HTS. Golgi-associated PDZ and coiled-coil motif-containing protein (Homo sapiens), Q9HD26. 0.02% of 330,000 active. purified CAL PDZ, TMR-peptide fluorescence polarization, 1 h. inhibition, % at 20 µM. AID 504414, 2011;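 active = highest replicate inhibition of at least 40%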;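 also: plate controls were DMSO neutral control wells for no effect and unlabeled competitor peptide control wells for full effect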
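material = purified tagged CAL PDZ domain construct (CerCALP) | buffer or medium = sodium phosphate/NaCl buffer pH 7.4 with TCEP, IgG, Thesit | reagent = TMR-labelled reporter peptide T*-PRC34 bound in PDZ groove | incubation = 1 h room-temperature incubation prior to read | measured by = fluorescence polarization (mP) | evaluation = percent inhibition from loss of millipolarization | control set = unlabelled peptide and DMSO controls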
E coli growth: E. coli V3065 growth inhibition, primary screen, counter-screen for AddAB inhibitor project, absorbance, OD600; 18 h; inhibition, % at 11.9 µM; 0.27% of 330,000 active; AID 449728, 2010;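 active = inhibition above the campaign's mean inhibition across all tested compounds plus 3 SD, cut at about 9.9% in these data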;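 also: uninfected addAB+ strain grown without phage in ampicillin broth; 0% = DMSO wells and 100% = ciprofloxacin 0.95 µg/ml wells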
Numbers without * were called inactive; nt = not tested or not shown.

SMILES	Wnt act	phage Ecoli inh	Tat transport	Rtt109 Vps75	AddAB inh	PfHsp90 yeast 2	PvdQ acylase	DAGLB inhibitor	CAL PDZ inh	E coli growth
CCOc1ccc(S(=O)(=O)N2CCN(S(=O)(=O)c3ccc(C(C)=O)cc3)CC2)cc1	0	-1.2	-5	-8	6.2	1	-7	-1	-1.0	2.3
O=C(C1CCCN(S(=O)(=O)c2cnc[nH]2)C1)N(CCc1ccccc1)Cc1ccccc1 (stereo not given)	0	2.7	-2	1	2.2	-13	-15	-1	-0.7	-1.3
COc1ccc2oc(C(=O)NCc3cc(OC)c(OC)cc3OC)c(C)c2c1	-4	0.9	-4	5	1.7	-3	0	-1	-0.1	0.8
O=C(O)c1cnn2c(-c3ccc(F)cc3)ccnc12	-7	1.4	-4	6	0.3	-12	-10	-4	-3.0	-1.5
CSCCC(NC(=O)COc1ccccc1)C(=O)N1CCC(C(N)=O)CC1 (stereo not given)	-2	3.2	3	3	-0.1	9	7	-1	0.2	-0.5
COc1ccc(S(=O)(=O)N(C)c2ccc(OC(=O)C(C)Oc3ccc(F)cc3)cc2)cc1 (stereo not given)	1	0.4	2	-8	4.1	3	-10	-3	-2.3	-0.4
CNc1nc(SCc2ccccc2Cl)nc2c1CCCC2	nt	5.2	13	-25	5.7	-20	-5	-5	-1.2	3.3
CCOC(=O)c1cc(-c2ccccc2)sc1NC(=S)Nc1cccc(C)n1	nt	4.0	-2	-1	-2.2	-15	-4	-4	-0.7	1.2
COc1ccc(CNC(=O)CCCn2nc(C)c([N+](=O)[O-])c2C)cc1	-2	2.4	-1	21	0.9	6	2	-3	0.4	-0.5
O=C(c1[nH]ncc1[N+](=O)[O-])N1CCOCC1	-2	1.7	-12	4	2.5	0	9	0	0.2	2.4
COc1ccc(C(=O)NC2CCN(C(=S)NCc3ccco3)CC2)cc1	-1	-0.9	0	-6	1.3	-6	8	-1	-0.5	-1.1
Cc1ccc(C(=O)N2CCN(c3ccccc3Cl)CC2)cc1[N+](=O)[O-]	-1	3.4	9	-2	1.9	105*	-12	-12	0.2	0.7
CCCCN(CCCNC(=O)C1CCN(S(=O)(=O)N2CCOCC2)CC1)c1ccccc1	nt	1.9	-8	-5	0.2	9	10	0	0.2	-1.2
O=C(O)c1ccccc1OC(C(=O)Nc1cc(Cl)cc(Cl)c1)c1ccccc1 (stereo not given)	-3	-0.6	-5	-3	4.0	-32	-3	1	-3.4	1.4
O=C(Cc1ccccc1)NC1(Cc2ccc(O)cc2)CCCCC1	-1	4.4	2	2	1.6	10	-7	0	-0.9	-2.0
CCCn1c(=S)[nH]c2cc(C(=O)NCC3CCCO3)ccc2c1=O (stereo not given)	-2	2.4	-8	-11	3.7	7	-18	-2	-1.1	2.2
CCCNC(=O)c1ccc(-c2nc3ccccc3s2)s1	1	5.3	2	1	1.0	56	-14	-3	-3.5	0.9
CC(C)C(NC(=O)c1ccccc1Cl)C(=O)OCc1nc2scc(-c3ccccc3Cl)c2c(=O)[nH]1 (stereo not given)	-2	3.8	3	2	0.6	9	-1	2	-0.8	-1.5
CC(C)[C@H](NC(=O)c1ccccc1F)C(=O)NNC(=O)c1cccs1	0	0.0	-10	7	2.2	17	2	-2	-1.0	2.6
COc1ccc(/C=N/Nc2cn[nH]c(=O)c2Cl)cc1	-1	3.1	-2	-3	4.1	0	-8	0	-2.8	0.1
COc1ccc(-c2oc(=O)c3cc(OC)c(OC)cc3c2-c2cc(F)cc(OC)c2)cc1	-3	0.6	2	-4	0.4	-12	-9	-10	-0.5	-1.1
COC(=O)CNC(=O)C(Cc1c[nH]c2ccccc12)NC(=O)Oc1ccccc1 (stereo not given)	-2	1.1	-2	35	-0.9	-14	-1	0	-1.9	1.0
CCN1CCN(CC(=O)c2c[nH]c3ccc(C)cc23)CC1	-8	2.5	10	0	2.6	20	-5	0	1.6	0.8
COc1cc2cc(C#N)c(SCC(=O)Nc3cc(C)on3)nc2cc1OC	-2	1.9	3	20	1.0	6	2	-4	-2.8	-1.9
Cc1ccc(NC(=O)CN(C)C(=O)CSc2nnc(C)s2)cc1	-3	2.4	-6	-3	0.5	-34	-17	1	0.2	2.1

Whole records from above. Values in the order: Wnt act, phage Ecoli inh, Tat transport, Rtt109 Vps75, AddAB inh, PfHsp90 yeast 2, PvdQ acylase, DAGLB inhibitor, CAL PDZ inh, E coli growth
`CC(C)[C@H](NC(=O)c1ccccc1F)C(=O)NNC(=O)c1cccs1` reads 0, 0.0, -10, 7, 2.2, 17, 2, -2, -1.0, 2.6
`COc1ccc(/C=N/Nc2cn[nH]c(=O)c2Cl)cc1` reads -1, 3.1, -2, -3, 4.1, 0, -8, 0, -2.8, 0.1
`O=C(Cc1ccccc1)NC1(Cc2ccc(O)cc2)CCCCC1` reads -1, 4.4, 2, 2, 1.6, 10, -7, 0, -0.9, -2.0

Next part.
SMILES	Wnt act	phage Ecoli inh	Tat transport	Rtt109 Vps75	AddAB inh	PfHsp90 yeast 2	PvdQ acylase	DAGLB inhibitor	CAL PDZ inh	E coli growth
CCCC(=O)Nc1ccc(C(=O)NN=C(C2CC2)C2CC2)cc1	-1	0.7	-5	1	3.0	-20	-1	-2	0.0	2.4
Cc1ccc(C(=O)OCC(=O)NCc2ccc(F)cc2)o1	0	0.5	-10	-1	2.3	-4	-9	2	-0.4	-3.5
CC1SCC(NC(=O)c2ccccc2Cl)CS1 (stereo not given)	18	0.6	nt	nt	0.3	nt	nt	nt	nt	-0.3
Cc1ccc(N2C(=O)N(CC(=O)N3CCCc4ccccc43)C(=O)C2C)cc1 (stereo not given)	-4	-0.1	-1	-3	-0.9	19	1	-1	-0.2	-2.2
Cn1cnnc1-c1cccc(NC(=O)c2cc(F)c(F)cc2Cl)c1	0	-0.1	1	1	2.1	nt	-11	-1	0.1	-1.3
Cc1cc(C)c2cc(CNC3CCCC3)c(Cl)nc2c1	-1	0.0	9	2	-2.5	-11	-25	0	-0.6	-2.2
Cc1nc(SC(C)C(=O)NC2CCCCC2C)c2c(C)c(C)sc2n1 (stereo not given)	-1	4.5	-4	-2	-1.9	-2	-13	-3	-1.8	-1.0
CCOC(=O)C1(NC(=O)C2(NC(=O)CN3C(=O)c4ccccc4C3=O)CCCC2)CCCC1	47*	1.1	4	7	nt	22	4	-2	-0.5	nt
Cc1ccc(Nc2nc(N3CCOCC3)c3ccccc3n2)cc1	nt	3.1	-12	13	-0.3	-22	-4	-6	-1.1	1.7
CC(C)(C)C(=O)NC(=S)Nc1cc(C(=O)O)ccc1Cl	nt	-1.0	-1	-1	1.6	25	-1	2	-0.6	0.2
CCC(C)(C)C1CCC(=NNC(=O)c2ccc(Br)o2)CC1 (stereo not given)	nt	2.4	-15	4	4.3	11	-4	-4	-1.0	-1.2
Cc1nn(Cc2ccc(Cl)cc2Cl)c(C)c1NC(=O)c1sc2ccccc2c1Cl	-2	0.3	-3	-6	0.3	-2	-8	0	-1.0	-0.7
COc1ccc(Cc2nc3ccccc3[nH]c2=O)cc1	3	1.2	-2	1	1.4	-138	-10	1	-1.8	0.4
O=C(c1cncc(Br)c1)N1CCN(c2ccc(N3CCOCC3)nn2)CC1	-3	3.1	-3	-16	-2.3	-19	-1	-1	0.4	0.1
Cc1cc(-c2nn3c(-c4ccccc4)nnc3s2)c2ccccc2n1	nt	2.5	-1	-6	1.7	-7	6	-2	-6.4	-0.7
CC[C@]1(C(=O)OC)[C@H]2C(=O)N(Cc3ccccc3)C(=O)[C@H]2[C@H]2CN=C(SCc3ccccc3)N21	0	3.8	0	-1	1.4	0	10	-4	-1.4	0.7
Cc1cccc(C)c1NC(=O)C1(N(Cc2ccco2)C(=O)Cn2nnnc2N)CCCCC1	-1	0.9	-3	-6	4.2	22	-2	0	-0.1	0.3
COC(=O)c1ccccc1NC(=S)NC(=O)c1ccccc1F	0	1.9	12	-3	2.9	-12	7	-5	-2.1	-1.9
COc1ccccc1-c1nnc(NC(=O)C(C)Sc2nncn2C)s1 (stereo not given)	1	3.5	6	9	-2.1	4	-7	-1	-2.6	-0.3
COc1ccc(CNC(=O)c2ccc(Cn3cc(Br)cn3)o2)cc1	2	1.6	-3	9	3.0	22	13	-1	-2.7	0.7
O=C(COc1ccc(S(=O)(=O)N2CCCC2)cc1)NCC1CCCO1 (stereo not given)	0	4.8	-4	2	2.3	11	25	-1	nt	3.5
O=C(CCC(=O)Nc1cccc2ccccc12)N/N=C/c1ccco1	2	3.2	8	10	2.8	-14	-17	1	-0.9	2.1
O=C(CSc1ccc(F)cc1)NC(=O)NCc1ccccc1	-2	2.0	-10	-2	3.0	6	-5	2	-0.4	3.5
O=C(COc1ccc2c3c(c(=O)oc2c1)CCC3)NCCCN1CCCC1=O	-1	1.7	-8	-5	4.7	8	-4	2	-0.3	-0.9
CCN(CC)C(=O)C1CC(=O)N(c2ccc(OC)cc2)C1c1ccc(OC)cc1 (stereo not given)	nt	1.9	-10	8	2.1	35	1	-1	0.3	1.6

New compounds follow.
SMILES	Wnt act	phage Ecoli inh	Tat transport	Rtt109 Vps75	AddAB inh	PfHsp90 yeast 2	PvdQ acylase	DAGLB inhibitor	CAL PDZ inh	E coli growth
O=C(/C=C/c1ccc2c(c1)OCO2)NCc1ccco1	12	0.1	5	nt	0.0	-10	21	-1	-3.2	1.3
CCn1nnnc1-c1ccc(OC)c(S(=O)(=O)NCc2ccccc2)c1	-4	1.5	-7	3	-2.8	2	2	-2	-1.2	-0.9
C[C@@H](C(=O)N1CCNCC1)n1cc(CCC(=O)O)nn1	-2	2.5	2	-6	4.7	13	-8	-1	-0.9	-2.4
Cc1ccc(S(=O)(=O)CC(=O)NCc2ccccc2)cc1	3	0.1	4	4	0.3	1	-17	-2	-0.2	-1.9
COc1ccc(OCCCC(=O)OCC(=O)NNC(=O)c2ccc([N+](=O)[O-])cc2)cc1	-2	-0.7	0	0	0.9	nt	-5	3	-3.1	-0.6
CCCCC(CC)C(=O)Nc1cc(=O)[nH]c2nc3ccccc3n12 (stereo not given)	-1	0.6	11	-2	0.3	-2	-4	0	-1.7	0.5
C[C@H](CO)N1C[C@H](C)[C@@H](CN(C)Cc2ccncc2)Oc2c(NC(=O)CCCCCC(=O)Nc3ccccc3N)cccc2C1=O	4	1.8	3	-10	0.6	12	-6	-1	-0.6	-1.1
Cc1ccc(C(=O)OCC(=O)NCc2ccc3c(c2)OCO3)cc1S(=O)(=O)N1CCOCC1	-2	0.6	3	-1	-0.3	nt	-5	4	0.6	0.7
Cc1oc2c(C)c3oc(=O)c(CCC(=O)O)c(C)c3cc2c1-c1ccccc1	1	-0.9	-3	4	1.4	-14	0	0	-12	2.9
CCCN(CC(=O)Nc1ccccc1OC)C(=O)c1ccc(S(=O)(=O)NCc2ccco2)cc1	-4	0.3	-2	-5	0.9	-25	4	-3	0.4	-1.2
N/C(=N\OC(=O)COc1ccc(Cl)cc1)c1ccc(Cl)cc1	-2	2.3	0	nt	3.0	7	0	-3	-2.1	-0.9
COc1ccc(CCC(C)NCc2cc(OC)cc(OC)c2)cc1 (stereo not given)	-1	-4.2	-4	-1	3.7	-8	-16	-1	-0.8	-1.0
